PhoP inhibition: inhibitors of PhoP regulon expression, primary screen, Salmonella Typhimurium, GFP reporter (AID 1863); one-dose inhibition, % at 50 µM; IC50 in µM for titrated hits; S. Typhimurium PhoP-regulated promoter GFP reporter, 4 h; higher % means a stronger effect; 0.16% of 300,000 active;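 active = inhibition over 29.93%, a cutoff 3 SD above the screen mean, later confirmed by dose response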;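 note: 0% = low Mg2+ inducing control and 100% = high Mg2+ repressing control; strong numbers were not always called active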
RSV CPE inhibition: RSV antiviral activity via CPE protection, HEp-2 cells, primary 10 µM value included (AID 2391); CPE inhibition, % at 10 µM, or IC50 in µM where a hit was titrated; 0.13% of 310,000 active; HEp-2 cells, RSV-induced CPE inhibition; higher % means a stronger effect; in the data active = a potency from the dose series; note: strong numbers were not always called active
Myeloid diff MLP: induction of myeloid progenitor differentiation, primary screen, cell-based, flow cytometry, MLPCN library; ER-HoxA9 myeloid progenitors, lysozyme-GFP differentiation; calls only at 10 µM; 1% of 360,000 active; AID 624256, 2012;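 active = normalized GFP-positive differentiation at or above the plate's own cutoff, the solvent-only control mean plus 3 SD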;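 note: cells exposed to compound for four days before flow analysis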
Myeloid diff MLP GFP+ MAC1+ %: recorded beside Myeloid diff MLP, whose call it bears; GFP+ MAC1+ double positive, %; measured here: differentiation confirmed by MAC1 staining
Numbers without * were called inactive; i = inactive.

SMILES	PhoP inhibition	Myeloid diff MLP GFP+ MAC1+ %	RSV CPE inhibition	Myeloid diff MLP
O=C(CSC1=NS(=O)(=O)c2cc(Cl)ccc2N1)Nc1ccccc1F	-6.4%	1.0	0.0%	i
CC(C)CN(C(=O)c1cc(=O)[nH]c2ccccc12)c1c(N)n(Cc2ccccc2)c(=O)[nH]c1=O	-3.2%	0.7	-0.1%	i
Cc1cccnc1NC(=O)CNC(=O)C12CC3CC(CC(C3)C1)C2	0.2%	0.6	0.3%	i
Cc1nnc(NC(=O)CN2C(=O)NC3(CCCC3)C2=O)s1	-7.1%	1.5	0.4%	i
CCCCn1c(SCC(=O)Nc2oc(C)c3c(C)n[nH]c(=O)c23)nc2cc(S(N)(=O)=O)ccc21	8.5%	0.3	0.3%	i
Cc1ccc(S(=O)(=O)N(Cc2cccc(F)c2)C(=O)N2CCN(C)CC2)cc1	8.2%	1.2	-2.1%	i
COc1ccc(NC(=O)CN(C)C(=O)/C=C/c2cn(-c3ccccc3)nc2-c2ccc(F)cc2)cc1	-7.3%	0.2	2.8%	i
COc1cc(C(=O)NCC(=O)NCCN2C(=O)S/C(=C\c3ccc4c(c3)OCO4)C2=O)cc(OC)c1OC	-5.4%	0.6	-2.6%	i
COc1cccc(CNC(=O)COC(=O)C2CC3CCCC(C2)C3=O)c1 (stereo not given)	-2.1%	0.6	-1.2%	i
CC(=O)Nc1ccc(NC(=O)C(C)Sc2nc3ccccc3c(=O)n2CC2CCCO2)cc1 (stereo not given)	-2.8%	0.8	2.1%	i
Cc1cccc(NC(=O)c2cccc(S(=O)(=O)N3CCCC3)c2)n1	-4.3%	0.7	1.4%	i
Cc1ccc(NC(=O)CSCC(=O)OCc2cc(=O)oc3cc(O)ccc23)c(C)c1	-5.5%	0.7	-0.6%	i
O=C(NCc1ccc(Cl)cc1)C(=O)NCC1CCCN1S(=O)(=O)c1cccs1 (stereo not given)	0.6%	0.5	10.2%	i
CCCNC(=O)c1onc(CSc2ccccc2)c1C(=O)NCCC	0.7%	0.9	2.1%	i
Cc1n[nH]c(=O)c2c(NC(=O)CSc3nn(-c4ccc(F)cc4)c(=S)s3)oc(C)c12	-7.2%	1.2	0.9%	i
CC[N+](CC)(CC)CCC(O)(c1ccccc1)C1CCCCC1 (stereo not given)	-1.8%	7.2	0.2%	i

An excerpt from above, reduced to Myeloid diff MLP.
molecule	Myeloid diff MLP
O=C(NCc1ccc(Cl)cc1)C(=O)NCC1CCCN1S(=O)(=O)c1cccs1 (stereo not given)	i
CCCNC(=O)c1onc(CSc2ccccc2)c1C(=O)NCCC	i

(listing goes on)
SMILES	PhoP inhibition	Myeloid diff MLP GFP+ MAC1+ %	RSV CPE inhibition	Myeloid diff MLP
O=C(C1COc2ccccc2O1)N1CCN(c2nc3ccc([N+](=O)[O-])cc3s2)CC1 (stereo not given)	-3.6%	0.4	1.0%	i
Cc1cc(C)n2nc(C(=O)OCC(=O)Nc3ccc(F)cc3F)nc2n1	1.9%	0.5	-0.3%	i
O=C(COc1coc(CN2CCc3ccccc3C2)cc1=O)Nc1ccc(F)cc1F	-3.7%	0.9	7.8%	i
Cc1cccn2c(=O)nc(SCC(=O)NCc3ccc4c(c3)OCO4)nc12	0.6%	0.7	-2.0%	i
COCCCNC(=O)c1cccc(S(=O)(=O)N2CC3(C)CC2CC(C)(C)C3)c1 (stereo not given)	-5.5%	1.2	-0.9%	i
CCCCn1c(N)c(N(CCC(C)C)C(=O)c2oc3ccc(OCC)cc3c2C)c(=O)[nH]c1=O	-9.3%	0.6	-1.7%	i
O=C(COC(=O)CNC(=O)c1ccccc1)Nc1nnc(-c2ccccc2)o1	-0.7%	0.3	-1.3%	i
O=C(CSc1ccc(Br)cc1)NCC(c1ccco1)N1CCCCC1 (stereo not given)	-2.3%	1.0	0.3%	i
CCCCn1c(N)c(N(CCOC)C(=O)c2cc(Cl)nc3ccccc23)c(=O)[nH]c1=O	0.2%	0.6	-1.8%	i
COC/C=C/C1=CC2=CC(=O)C(C)(OC(=O)c3cnc4ccccc4n3)C(=O)C2=CN1CC(C)C (stereo not given)	-7.2%	0.4	-0.2%	i
CCOc1ccc(S(=O)(=O)NCCC(=O)NCCc2ccc(C(C)C)cc2)cc1	-5.3%	0.7	17.3%	i
CCCCn1c(N)c(N(CCOC)C(=O)c2ccc(S(=O)(=O)N3CCCCCC3)cc2)c(=O)[nH]c1=O	-4.5%	0.6	-1.4%	i
O=C(CSC1=NS(=O)(=O)c2cc(F)ccc2N1)Nc1ccccc1	-2.9%	0.8	0.1%	i
COc1ccc2oc(C(=O)OCC(=O)N(C)c3c(N)n(Cc4ccccc4)c(=O)[nH]c3=O)c(C)c2c1	3.6%	0.4	0.8%	i
O=S(=O)(Nc1ccc(-c2ccc(N3CCOCC3)nn2)cc1)c1cc(Cl)ccc1Cl	-8.0%	0.2	1.3%	i
O=C(CSC1=NS(=O)(=O)c2cc(F)ccc2N1)Nc1ccc(F)cc1	-3.9%	1.4	0.9%	i
CCc1noc(C)c1C(=O)NNC(=O)c1ccc(F)cc1	-1.5%	0.4	-1.7%	i
Cc1cc(C)cc(NC(=O)COc2coc(CN3CCN(c4ccccc4)CC3)cc2=O)c1	-10.6%	0.7	8.7%	i
CCCCn1c(N)c(N(CC(C)C)C(=O)CC(NC(=O)c2ccccc2)c2ccccc2)c(=O)[nH]c1=O (stereo not given)	-5.9%	0.4	-1.7%	i
Cc1cc(S(=O)(=O)N2CCCCC2CCNC(=O)C(=O)NC2CC2)ccc1F (stereo not given)	-3.7%	0.6	-2.2%	i
CC(C)CNC(=O)C(=O)NCC1CCCN1S(=O)(=O)c1cccs1 (stereo not given)	-7.6%	1.0	2.8%	i
Cc1ccc(N2C(=O)N(CC(=O)Nc3c(C)cc(C)cc3Cl)C(=O)C2C)cc1 (stereo not given)	-1.5%	0.6	4.0%	i
Cc1cc(N2CCCC2)ccc1NC(=O)CN1C(=O)NC2(CCCCC2)C1=O	-6.5%	1.2	-2.2%	i
CCOC(=O)C1=C(COC(=O)CNC(=O)c2cc(OC)c(OC)c(OC)c2)NC(=O)NC1C (stereo not given)	-5.2%	0.1	-0.5%	i

4 compounds from above, ordered by the value under RSV CPE inhibition, ascending:
| SMILES | RSV CPE inhibition |
| --- | --- |
| Cc1cc(S(=O)(=O)N2CCCCC2CCNC(=O)C(=O)NC2CC2)ccc1F (stereo not given) | -2.2% |
| CCCCn1c(N)c(N(CC(C)C)C(=O)CC(NC(=O)c2ccccc2)c2ccccc2)c(=O)[nH]c1=O (stereo not given) | -1.7% |
| CC(C)CNC(=O)C(=O)NCC1CCCN1S(=O)(=O)c1cccs1 (stereo not given) | 2.8% |
| Cc1cc(C)cc(NC(=O)COc2coc(CN3CCN(c4ccccc4)CC3)cc2=O)c1 | 8.7% |

Later entries:
SMILES	PhoP inhibition	Myeloid diff MLP GFP+ MAC1+ %	RSV CPE inhibition	Myeloid diff MLP
CN(C)S(=O)(=O)c1ccc(N2CCCC2)c(C(=O)NCC2CCCO2)c1 (stereo not given)	-3.9%	0.5	-0.1%	i
COc1ccc2oc(C(=O)OCC(=O)Nc3cc(S(=O)(=O)N4CCOCC4)ccc3C)c(C)c2c1	-8.1%	0.8	1.1%	i
Cc1ccc2nc(SCC(=O)Nc3cccc4ccccc34)nc(=O)n2c1	0.3%	2.1	0.5%	i
O=C(COC(=O)CCC(=O)c1ccccc1)NNC(=O)c1ccc(Cl)cc1	-5.5%	1.1	-1.8%	i
O=C(O)C1C2CCC(O2)C1C(=O)Nc1ccc(Br)cc1F (stereo not given)	-3.4%	0.3	4.4%	i
CC12CCC(=O)N1C(C(=O)Nc1cccc(S(=O)(=O)N3CCCCC3)c1)CS2 (stereo not given)	-2.4%	0.9	0.7%	i
CCC(=O)Nc1ccc(C(=O)COC(=O)CCN2C(=O)C3CC=CCC3C2=O)cc1 (stereo not given)	-1.2%	0.3	-1.2%	i
COC(=O)[C@@H]1C[C@@H](C(=O)O)[C@H](C)C1(C)C	-7.7%	1.0	1.8%	i
CC(OC(=O)CCCN=C1NS(=O)(=O)c2ccccc21)C(=O)Nc1ccccc1[N+](=O)[O-] (stereo not given)	-7.3%	1.2	0.9%	i
Cc1cccc(OCC(=O)OC(C)C(=O)Nc2ccc(S(=O)(=O)N3CCCCC3)cc2)c1 (stereo not given)	-1.6%	0.6	-1.8%	i
CCN1CCN(S(=O)(=O)c2ccc(Cl)c(C(=O)NC3CCCCC3)c2)CC1	-0.4%	0.6	-0.8%	i
Cc1cc(C)n2nc(C(=O)OCC(=O)N(C)CC(=O)Nc3ccccc3Cl)nc2n1	1.7%	0.5	1.1%	i
O=C(CNC(=O)c1nc[nH]c1C(=O)N1CCNCC1)OCc1ccccc1	6.7%	2.3	1.3%	i
O=C(COC(=O)/C=C/c1ccc(C(F)(F)F)cc1)NCC1CCCO1 (stereo not given)	-13.1%	1.1	-1.7%	i
O=C(NCCC1=CCCCC1)c1cccc(S(=O)(=O)N2CCCCC2)c1	3.4%	0.7	1.3%	i
CN(Cc1ccccc1)C(=O)COC(=O)C1CCN(S(=O)(=O)c2ccc3c(c2)OCCO3)CC1	-5.8%	0.6	-0.8%	i
CCCCCCSc1ccc([C@H]2N[C@@](CC(C)C)(C(=O)OC)[C@H]3C(=O)N(C)C(=O)[C@@H]23)cc1OC	-0.3%	1.5	-2.0%	i
CN1CCc2c(sc(NC(=O)C3CCN(S(=O)(=O)c4cccs4)CC3)c2C(N)=O)C1	11.6%	1.2	-2.9%	i
O=c1[nH]ccc2c(O)cccc12	-4.7%	2.5	-0.7%	i
CN(Cc1ccc(F)cc1)C(=O)c1cccc(S(=O)(=O)N2CCN(c3ccccc3)CC2)c1	2.6%	1.4	4.7%	i
CCOC(=O)c1c(NC(=O)COC(=O)c2nc(Cl)ccc2Cl)sc(C(=O)NC)c1C	3.4%	0.6	0.1%	i
CC1CCc2c(sc(NC(=O)COC(=O)c3ccc(NC(=O)CC#N)cc3)c2C#N)C1 (stereo not given)	-7.9%	0.5	2.0%	i
CC1CC(C)CN(C(=O)COC(=O)CNC(=O)C23CC4CC(CC(C4)C2)C3)C1 (stereo not given)	0.2%	0.6	-1.5%	i
Cc1nnnn1/C(=C\c1ccccc1)C(=O)OCC(=O)Nc1ccc(Cl)cc1F	-1.7%	0.9	1.1%	i
COc1ccc(C(CNC(=O)CSc2ccccc2F)N2CCOCC2)cc1 (stereo not given)	-1.1%	1.4	-0.1%	i
CC1(C)Cc2cccc(OCC(=O)N3CCN(c4cccc(C(F)(F)F)c4)CC3)c2O1	4.4%	0.8	5.1%	i
COc1ccccc1CCNC(=O)CN1C(=O)NC2(CCCC2)C1=O	5.8%	0.3	-1.5%	i
CCOc1ncccc1C(=O)NNC(=O)c1csc(N2CCOCC2)n1	4.9%	0.6	-0.7%	i
CCOC(=O)N1CCN(S(=O)(=O)CCNC(=O)c2cccc(OC)c2)CC1	-0.3%	0.2	-2.2%	i
Cc1csc2nc(O)c(C(=O)NC3CCCCC3C)c(=O)n12 (stereo not given)	7.4%	0.9	8.9%	i
COc1ccc2oc(C(=O)OC(C)C(=O)NC3(C#N)CCCCC3)c(C)c2c1 (stereo not given)	5.1%	1.2	9.0%	i
N#CCCN(C(=O)COC(=O)CNC(=O)c1ccc(-c2ccccc2)cc1)c1ccc(F)cc1	7.7%	0.4	0.0%	i
CCCCN(C(=O)C(C)Oc1cccc(Cl)c1)c1c(N)n(CCC)c(=O)[nH]c1=O (stereo not given)	-8.7%	0.4	1.0%	i
COc1ccccc1OCC(=O)Nc1ccccc1C(=O)NC1CC1	6.4%	0.7	-1.4%	i
Cc1cc(NC(=O)CSC2=NS(=O)(=O)c3cc(Cl)ccc3N2)no1	-2.7%	0.3	-0.6%	i
CS(=O)(=O)c1ccc(C(=O)OCC(=O)NC(=O)Cc2ccccc2)cc1	1.5%	1.1	0.6%	i
CCN(CC)CCn1c2c(c(SCC(=O)Nc3ccc(F)c(F)c3)nc1=O)CCC2	-2.7%	0.3	-0.2%	i
CC(C)NS(=O)(=O)c1ccc(Br)c(C(=O)OC(C)C(=O)NC2CCCCC2C)c1 (stereo not given)	1.0%	0.4	6.4%	i
CCCOc1ccc(C(=O)CCC(=O)NNC(=O)Cn2nc(C)cc2C)cc1	-2.6%	1.2	-1.8%	i
COCCn1ccc2c(OCC(=O)NCc3ccccc3)cccc2c1=O	-6.6%	0.7	-1.6%	i
Cc1ccc(NC(=O)CN(C)C(=O)C(C)OC(=O)c2ccccc2NCCO)cc1 (stereo not given)	-5.3%	0.8	-1.4%	i
COc1ccccc1C(=O)NC(=O)COc1cc(Cl)ccc1Cl	-6.6%	0.5	1.8%	i
Cc1cc(C)c(NC(=O)COC(=O)C2=COCCO2)c(Cl)c1	-6.7%	1.5	0.3%	i
O=C(CCSc1ccccc1)NNC(=O)c1ccccc1F	1.5%	1.3	-1.3%	i
COc1ccc(CCNS(=O)(=O)CCNC(=O)c2ccc(OC)cc2)cc1	-3.5%	0.6	-0.1%	i

Only part of the results is shown; rates above refer to the full screens.
